# Screening data: PubChem BioAssay, Sanford-Burnham Center for Chemical Genomics
# MIN6 prolif: induces beta-cell replication in MIN6 cells | MIN6 cells proliferation, ATPlite luminescence, 48 h; cells starved in 0.2% serum; 100% = growth in 10% serum | proliferation, % at 10 µM | 330,000 tested, 0.29% active;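 active = compounds whose signal lies at least 3.5 SD above the mean of all wells on their plate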;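 note: 0% = DMSO-treated cells in low-serum medium and 100% = 10% serum control; some compounds called inactive have numbers as strong as hits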
# SENP7 block: SENP7 protease inhibition; Q9BQF6; recombinant SENP7, Z-RLRGG-aminoluciferin luminescence, 40 min; inhibition, % at 5 µM; 330,000 tested, 1.5% active;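 active = inhibition above about 50% at the single test dose, limit read from the data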;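 note: plate controls were DMSO with enzyme for no effect and no enzyme buffer wells for full effect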
# Target sequence (Q9BQF6 706-1050 limits assumed): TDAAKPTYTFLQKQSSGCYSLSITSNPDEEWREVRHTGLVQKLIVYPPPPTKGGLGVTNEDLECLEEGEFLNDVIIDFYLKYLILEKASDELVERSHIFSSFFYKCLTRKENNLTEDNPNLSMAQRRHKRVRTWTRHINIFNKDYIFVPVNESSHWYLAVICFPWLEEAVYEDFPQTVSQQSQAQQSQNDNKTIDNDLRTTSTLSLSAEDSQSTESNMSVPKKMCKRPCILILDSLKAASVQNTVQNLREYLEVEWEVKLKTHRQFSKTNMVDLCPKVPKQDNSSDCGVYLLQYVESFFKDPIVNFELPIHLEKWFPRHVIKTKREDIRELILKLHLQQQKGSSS
# UBC13 polyUb: human UBC13 polyubiquitination inhibition; AID 485273; P61088; inhibition, % at 20 µM; 330,000 tested, 0.47% active; UBC13 polyubiquitin chain formation, TR-FRET; in the data active = inhibition above about 45%, passing the limit was not always enough
# Target sequence (P61088 whole entry, looked up): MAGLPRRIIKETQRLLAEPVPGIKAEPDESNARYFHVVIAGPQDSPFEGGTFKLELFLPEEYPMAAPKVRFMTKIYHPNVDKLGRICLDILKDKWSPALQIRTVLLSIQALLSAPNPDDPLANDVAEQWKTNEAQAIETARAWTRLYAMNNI
# SENP8 block-1: SENP8 (human) protease inhibition; AID 602440; inhibition, % at 20 µM; recombinant SENP8, Nedd8 substrate fluorescence; 360,000 tested, 0.64% active; Q96LD8; in the data active = inhibition mostly above about 40%, no sharp cut-off; inactive = mostly below about 27%
# Target sequence (Q96LD8 whole entry, looked up): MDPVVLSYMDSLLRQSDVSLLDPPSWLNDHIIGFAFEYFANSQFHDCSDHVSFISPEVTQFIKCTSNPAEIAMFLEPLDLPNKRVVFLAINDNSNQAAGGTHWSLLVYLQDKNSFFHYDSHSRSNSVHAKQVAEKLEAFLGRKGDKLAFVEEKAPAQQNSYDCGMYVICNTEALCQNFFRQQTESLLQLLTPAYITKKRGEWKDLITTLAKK
# SENP6 inh: blocks the human protease SENP6. inhibition, % at 10 µM. Recombinant SENP6 catalytic domain, aminoluciferin luminescence. Q9GZR1. 330,000 tested, 1.8% active;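 active = inhibition above about 50% at the single tested dose, limit read from the data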;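 note: plate controls were DMSO wells with enzyme for no effect and DMSO wells lacking enzyme for full effect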
# HKDC1 inhibitor: inhibitors of human hexokinase HKDC1; Q2TB90; inhibition, % at 20 µM; 340,000 tested, 0.16% active; recombinant HKDC1, G6PDH/diaphorase resazurin coupled fluorescence;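 active = inhibition above about 35% when tested at 20 µM, limit read from the data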;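 note: plate controls were DMSO wells with enzyme for no effect and DMSO wells lacking enzyme for full effect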
#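 Material – in-house recombinant HK5 (HKDC1) enzyme · Quantity – HKDC1 at 5 µg/mL · Buffer or medium – pH 8.0 Tris buffer with 10 mM MgCl2 · Reagent – glucose with 1 mM ATP · Dosing – single 20 µM dose · Times – reaction time 90 min, room temperature, protected from light · Technique – resorufin fluorescence at 613 nm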
# SENP1 inh: SENP1 (human) catalytic domain inhibition | Q9P0U3 | recombinant SENP1 catalytic domain, CyPet-SUMO1-YPet FRET cleavage | inhibition, % at 10 µM | 360,000 tested, 0.21% active;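 active = inhibition at least 30% at 10 µM, raw YFP signal under a set limit, fluorescence ratio 0.5 to 1.5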;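 note: 0% = enzyme with DMSO and 100% = no enzyme wells; some results filed as inactive read as strong as hits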
# Target sequence (Q9P0U3 419-644 limits assumed): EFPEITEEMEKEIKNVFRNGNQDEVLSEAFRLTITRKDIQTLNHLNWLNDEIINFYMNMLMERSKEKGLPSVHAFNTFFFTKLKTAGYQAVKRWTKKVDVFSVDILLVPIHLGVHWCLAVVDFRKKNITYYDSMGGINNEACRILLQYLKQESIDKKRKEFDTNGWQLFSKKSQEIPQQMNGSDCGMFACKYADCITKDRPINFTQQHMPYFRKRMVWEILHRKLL
#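 Material: hSENP1 catalytic domain, recombinant; medium: Tris pH 8 with BME, BSA, NP40 and catalase; compound: single concentration of 10 µM compound, 0.5% DMSO final; technique: FRET read of cyan and yellow fluorescence; timing: 50 min enzyme reaction, room temperature, light-protected; reagent: SFCypet-SUMO1-SFYpet substrate at 25 nM; control set: no-enzyme low, enzyme-DMSO high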
# SENP8 block-2: blocks the human protease SENP8; AID 2540; purified SENP8, Z-RLRGG-aminoluciferin cleavage, luminescence; 330,000 tested, 1.2% active; inhibition, % at 10 µM; Q96LD8; in the data active = inhibition above about 50%
# PfG6PD inh: PfG6PD (Plasmodium falciparum) enzyme inhibition. 350,000 tested, 0.78% active. inhibition, % at 20 µM. PfGluPho enzyme, NADPH resazurin-diaphorase fluorescence;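 active = inhibition reaching at least a set limit at 20 µM in the primary screen, cut at about 59% in these data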;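 note: 0% = DMSO wells with substrate and 100% = DMSO wells lacking glucose-6-phosphate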
# Starred values were filed as active, the others as inactive; / = not tested or not shown. Compounds were not picked by outcome, and some 4% of all compounds hit somewhere here.
SMILES,MIN6 prolif,SENP7 block,UBC13 polyUb,SENP8 block-1,SENP6 inh,HKDC1 inhibitor,SENP1 inh,SENP8 block-2,PfG6PD inh
CCC(OCC(O)CN1CCCCC1)c1ccccc1 (stereo not drawn),-3,-3,2,1,12,6,5,6,-8
CC(C)CC(CO)N1CCN(C(=O)c2ccc(Cl)cc2)CCC1=O (stereo not drawn),1,3,2,12,1,-3,2,-1,11
COc1ccc(CN2C(=NC(=O)c3ccccc3)SC3CS(=O)(=O)CC32)cc1OC (stereo not drawn),5,-5,16,15,-16,4,-1,-16,11
O=C(NC1CC2CCCC(C1)N2C(=O)NCc1ccccc1)C1CC1 (stereo not drawn),2,-6,0,14,-8,-4,1,-6,-12
CCOCCCNC(=O)Cn1cnc2c(cnn2-c2ccc(C)c(C)c2)c1=O,-3,0,-1,9,-2,-3,2,-5,6
Cc1onc(-c2ccccc2Cl)c1C(=O)Nc1cnn(Cc2ccccc2)c1,2,-3,7,11,-5,1,1,-5,-13
CC(Sc1ccccc1)C(=O)N1CCN(S(=O)(=O)c2ccc(Cl)cc2)CC1 (stereo not drawn),0,3,4,11,5,-2,0,1,-15
O=C(N/N=C/c1cccn1-c1ccc([N+](=O)[O-])cc1)c1cccnc1,-1,6,-15,7,-10,1,2,-3,-3
COc1cccc(C(=O)NNC(=O)c2ccc(NS(=O)(=O)c3cccs3)cc2)c1OC,0,14,1,-2,-6,-4,-1,-6,-9
Cc1ccc(S(=O)(=O)N/N=C\c2ccc3c(c2)OCO3)c(C)c1,-4,-1,-19,9,14,0,2,3,4
Cc1cccc(NC(=O)CCC(=O)N/N=C/c2ccco2)c1C,-1,3,8,15,13,-14,0,7,8
Cc1[nH]c2ccc(-c3n[nH]c(=S)n3C)cc2c1C,0,-8,8,-4,-6,-7,-1,6,18
COc1cc(/C=N\NC(=O)c2c(C)nc3cc(C)ccn23)ccc1O,-3,4,-10,-115,0,-5,0,-6,8
NC(=O)CN1CCOCCN(CC(N)=O)CCOCC1,-2,-10,-6,/,-17,0,/,0,14
CC1CCN(S(=O)(=O)c2ccc3c(c2)c(=O)c(C(=O)NCc2ccccc2Cl)cn3C)CC1,-1,-2,6,/,11,/,/,-8,/
COc1ccc(/C=N/OCC(=O)N2CC3(C)CC2CC(C)(C)C3)cc1OC (stereo not drawn),-3,-1,-3,7,-23,-13,1,-9,-7
O=C(O)c1cccc(S(=O)(=O)Nc2ccccc2Cc2ccccc2)c1,1,-5,3,4,-4,2,2,5,-19
NCC(c1ccccc1)(c1ccccc1)c1ccccc1,-3,1,18,10,-21,-8,0,-6,1
COc1cc(C2CC(=O)c3cnc(NC(=O)c4ccco4)nc3C2)cc(OC)c1OC (stereo not drawn),-2,3,1,9,2,-1,4,3,3
NS(=O)(=O)c1ccc(NC(=O)CSc2ccccn2)cc1,1,4,1,25,-4,7,-1,2,8
CC(=O)c1cnc(Nc2cccc(Cl)c2Cl)s1,1,48,11,-270,53*,-7,-4,41,13
COc1ccc(NC(=S)N2CCC(C(=O)c3ccc(C)cc3)CC2)c(OC)c1,-4,-4,-6,4,-3,3,1,-7,-4
CC(NS(=O)(=O)c1ccc(OCC(=O)Nc2cccc([N+](=O)[O-])c2)cc1)c1ccccc1 (stereo not drawn),/,/,/,16,/,2,1,/,4
COC(=O)CSc1nnc(CSc2nc(C)cc(C)n2)o1,1,0,-24,-1,-5,-13,-1,-8,-2
Cc1ccc2[nH]c3c(c2c1)CCCC3NCCO (stereo not drawn),1,6,-4,-1,28,-1,-48,30,-11
Cc1noc(C)c1N=Nc1ccc(Br)cc1C(=O)O,3,3,-4,19,-14,-7,3,-6,-16
O=C(CN1C(=O)NC2(CCCCC2)C1=O)NCCc1c[nH]c2ccccc12,-1,-4,4,-7,-9,-5,-2,4,7
CN1C(=O)Cc2cc(S(=O)(=O)NCc3cccs3)ccc21,0,0,-7,4,8,-12,5,-12,16
O=C(Nc1nonc1-c1ccc(Cl)cc1)c1ccco1,-2,0,-6,6,-6,-1,1,4,3
Cc1cc(C)c(S(=O)(=O)n2ccc3ccccc32)c(C)c1,0,2,11,14,-7,-2,1,0,35
O=C(COC(=O)c1ccc(Cl)nc1)Nc1ccc2c(c1)OCO2,-1,-11,-13,11,-6,-6,-5,-9,3
O=C(COC(=O)/C=C/c1ccc(Cl)cc1)NC1CCCCCC1,5,6,-2,5,1,-6,2,-1,-4
COc1ccccc1C(=O)Nc1ccc(OCC(=O)N2CCCCC2C)cc1 (stereo not drawn),-1,8,8,8,13,0,-2,-2,4
NS(=O)(=O)c1ccc(CCNC2CC(=O)N(Cc3ccccc3)C2=O)cc1 (stereo not drawn),0,-1,-1,5,-7,-10,1,-4,4
O=C(NCC1CCCO1)C1CC(c2ccccc2Cl)=NO1 (stereo not drawn),1,1,4,14,6,-7,0,6,-2
C=CCC12C=C(OC)C(=O)OC(OC)(C1O)[C@H](c1ccc3c(c1)OCO3)[C@H]2C (stereo partly drawn),2,1,10,8,-4,-4,2,8,6
COc1ccc(NC(=O)c2ccc(S(=O)(=O)N(C)C)cc2)cc1,-2,-1,-6,10,9,-5,2,-5,-5
O=c1[nH]c(C2CCCN(S(=O)(=O)c3ccc(F)cc3)C2)nc2c1nnn2Cc1ccccc1 (stereo not drawn),-1,-6,5,13,11,-3,0,-1,2
CN(C)S(=O)(=O)c1cccc(NC(=O)Cc2ccc(-c3ccccc3)cc2)c1,-5,2,-4,-4,-3,5,-1,0,21
O=C(NCCc1cccs1)C1CC(c2ccc([N+](=O)[O-])cc2)=NO1 (stereo not drawn),-2,2,-5,16,-2,0,0,-3,-5
O=C(O)C1=C[C@@H](c2ccccc2)C[C@@H](OCCCCO)O1,-5,-7,1,1,-18,-6,1,2,7
COc1cc(COc2ccc(-c3nnco3)cc2)ccc1OC(F)F,2,5,6,10,-18,3,0,-5,-17
Cc1ccc(NC(=O)COC(=O)CCC(=O)c2ccc(C(C)(C)C)cc2)c([N+](=O)[O-])c1,2,0,0,24,3,3,0,-3,8
CCc1ccc2c(c1)C(c1cccs1)=NNC(c1cccnc1)=N2,-3,-5,6,24,-10,-1,2,-1,23
Cc1occc1C(=O)NCCc1ccc(Cl)cc1,-2,1,-2,4,-5,-2,-1,-3,1
COc1ccc2sc(-c3ccc(N(C)C)cc3)c(-c3cnc(OC)nc3)c2c1,-6,1,32,-477,18,0,-9,10,14
CC(C)C[C@@H](C(=O)NC1CC1)N1C(=O)N2CCc3c([nH]c4ccccc34)[C@@]2(C)C1=O,0,2,4,33,-2,7,-6,-2,-12
O=C(N/N=C/c1ccc2c(c1)OCO2)c1ccc2c(c1)OCO2,-3,10,-1,-70,8,-4,2,0,12

# Complete entries as entered above. Screens in order: MIN6 prolif | SENP7 block | UBC13 polyUb | SENP8 block-1 | SENP6 inh | HKDC1 inhibitor | SENP1 inh | SENP8 block-2 | PfG6PD inh
# Profile of CC(C)C[C@@H](C(=O)NC1CC1)N1C(=O)N2CCc3c([nH]c4ccccc34)[C@@]2(C)C1=O = 0 | 2 | 4 | 33 | -2 | 7 | -6 | -2 | -12
# Profile of O=C(O)C1=C[C@@H](c2ccccc2)C[C@@H](OCCCCO)O1 = -5 | -7 | 1 | 1 | -18 | -6 | 1 | 2 | 7
# Profile of O=C(NCCc1cccs1)C1CC(c2ccc([N+](=O)[O-])cc2)=NO1 (stereo not drawn) = -2 | 2 | -5 | 16 | -2 | 0 | 0 | -3 | -5
# Profile of COc1ccc(NC(=O)c2ccc(S(=O)(=O)N(C)C)cc2)cc1 = -2 | -1 | -6 | 10 | 9 | -5 | 2 | -5 | -5
# Profile of CCc1ccc2c(c1)C(c1cccs1)=NNC(c1cccnc1)=N2 = -3 | -5 | 6 | 24 | -10 | -1 | 2 | -1 | 23

# Later entries:
SMILES,MIN6 prolif,SENP7 block,UBC13 polyUb,SENP8 block-1,SENP6 inh,HKDC1 inhibitor,SENP1 inh,SENP8 block-2,PfG6PD inh
CCOc1ccc(OCC(=O)OCC(=O)Nc2ccc3[nH]c(=O)[nH]c3c2)cc1,-2,2,0,11,1,-4,1,-1,-13
N#Cc1cccc(NC(=O)c2nc(-c3ccccc3)n(-c3ccccc3)n2)c1,-1,0,5,34,-13,4,2,1,14
Cc1ccccc1NS(=O)(=O)c1ccc(C(=O)N(C)CC(=O)Nc2ccccc2Br)cc1,-1,-12,2,15,-11,-6,1,-9,4
O=C1CCN(Cc2ccccc2)C(=O)N1,/,/,/,1,/,-8,2,/,2
CC(OC(=O)c1ccc(-n2cnnn2)cc1)C(=O)Nc1ccccc1F (stereo not drawn),-1,3,4,-2,-9,-7,3,10,-2
O=C(Cc1csc(Nc2nc(=S)[nH]c3ccccc23)n1)NCCCN1CCN(c2ccccc2F)CC1,-7,-10,-6,-11,0,-4,-28,7,2
CC1CCN(S(=O)(=O)c2ccc(C(=O)N3CCCCC3C(=O)O)cc2)CC1 (stereo not drawn),-2,-9,0,12,-18,-8,1,6,-13
CCCn1nc2cc(C(=O)NCCCCc3ccccc3)ccc2c1OCC,-6,11,27,-498,-4,-4,-1,-2,4
COCCCN1CCN(C2Cc3ccccc3Sc3ccc(Cl)cc32)CC1 (stereo not drawn),-5,-9,5,24,-22,13,0,-9,5
CCCn1c(SCC(=O)Nc2cccc(S(=O)(=O)N(C)C)c2)nc2ccccc2c1=O,-1,1,19,10,3,0,1,6,12
COc1ccc(OC)c(NC(=O)CCN2CCN(C)CC2)c1,-3,8,-8,6,13,12,2,5,-9
Cc1cc(C(=O)Nc2ccccc2C(=O)O)ccc1NC(=O)COc1ccccc1Cl,/,/,/,-17,/,14,1,/,-29
O=C(Nc1c(-c2ccc(F)cc2)nc2ccccn12)c1ccc(F)cc1,-3,3,2,-4,-3,-5,2,0,4
CN(C(=O)Cn1nc(Cl)ccc1=O)C1CCCN(Cc2ccccc2F)C1 (stereo not drawn),2,1,-5,5,2,-1,-1,-1,-11
O=C(Cc1ncc(C(F)(F)F)cc1Cl)NC1CC1,-4,3,7,4,0,5,3,3,-11
CC(/C=N/n1c(COc2ccccc2)n[nH]c1=S)=C\c1ccco1,3,6,-4,3,-23,2,-8,-3,39
CN(C(=O)CSc1nc2ccc([N+](=O)[O-])cc2s1)C1CCS(=O)(=O)C1 (stereo not drawn),-1,8,-15,10,-12,3,3,-6,41
CCOC(=O)C1CCN(C(=O)Cn2cc(C(=O)OC)c3ccccc32)CC1,1,9,-1,10,4,-3,3,0,7
COCc1ccc(C(=O)NC2CCCc3c2cnn3-c2cc(C)cc(C)c2)s1 (stereo not drawn),-4,-1,-1,-4,0,6,-1,-1,-14
Cc1ccccc1COC(=O)CCC1=NS(=O)(=O)c2ccccc2N1,0,-8,-3,4,-6,3,1,-12,2

# A run of entries of the results above:
SMILES,MIN6 prolif,SENP7 block,UBC13 polyUb,SENP8 block-1,SENP6 inh,HKDC1 inhibitor,SENP1 inh,SENP8 block-2,PfG6PD inh
CC(/C=N/n1c(COc2ccccc2)n[nH]c1=S)=C\c1ccco1,3,6,-4,3,-23,2,-8,-3,39
CN(C(=O)CSc1nc2ccc([N+](=O)[O-])cc2s1)C1CCS(=O)(=O)C1 (stereo not drawn),-1,8,-15,10,-12,3,3,-6,41
CCOC(=O)C1CCN(C(=O)Cn2cc(C(=O)OC)c3ccccc32)CC1,1,9,-1,10,4,-3,3,0,7
